Source: PubChem BioAssay
Lipid storage S3 – qHTS Assay for Lipid Storage Modulators in Drosophila S3 Cells; lipid storage change, negative = inhibition, % at the top dose, mostly 46.1 µM; hits show Potency in µM; AID 2685; 0.64% of 320,000 active; Drosophila S3 cells, BODIPY lipid droplet fluorescence, 18-24 h; cells fed with added oleic acid; active = well fitted inhibition curve with a large enough effect in the signal ratio, with a control signal flat, not every such curve was filed as active; inconclusive = small, poorly fitted or top-dose-only effect, or effect the other way, or a change in a side signal; the % refers to the signal ratio
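Drosophila S3 cells loaded with oleic acid (400 uM, as added) and compounds at several concentrations; lipid droplets imaged by 488-nm laser-scanning cytometry, 500–530 nm intensity and object ratio to cell channel. Percent activity normalized to 20 uM Triacsin C.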
Lipid storage S3 cell count max – second read-out of Lipid storage S3, no call of its own (marks repeat the call); cell number change, %; measured here: cell count max response;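 cells counted by Cell Tracker Red CMTPX staining in the red channel; peak over a dose series mostly up to 46.1 µM; percent activity relative to internal control wells on each plate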
Active calls of the source: *; i = inactive; u = inconclusive; x = no result given. % is set by controls: 0 for no effect and ±100 for the full control effect; potency is the fitted concentration of half-maximal effect. Only part of the results is shown, so the mix of outcomes need not match the whole.

mol	Lipid storage S3	Lipid storage S3 cell count max
CCS(=O)(=O)N1CCC(C(=O)Nc2ccc3c(c2)CCC3)CC1	4%	-3
Cc1nn(CC(=O)NCc2cccnc2)c(C)c1[N+](=O)[O-]	4%	15
CCc1ccc(N(CC(=O)NC2CCCCC2)C(=O)CCC(=O)Nc2ccccn2)cc1	-25%	3
COc1ccc(NC(=O)COC(=O)CCNS(=O)(=O)c2ccc(Cl)cc2)cc1	i	-2
COCCCNC(=O)c1ccccc1N(Cc1ccccc1)S(=O)(=O)c1ccccc1	u	x
N#CC1=C(N)SC(N)=C(C#N)C1c1ccoc1	u	x
Cc1cccc(N2C(=O)c3cccc4c(N(C)CCO)ccc(c34)C2=O)c1	u	x
CCC(C)(C)C1CCc2[nH]nc(C(=O)NC(C)C)c2C1 (stereo unspecified)	u	x
CC(C)CNC(C)C(=O)Nc1ccc(S(N)(=O)=O)cc1 (stereo unspecified)	u	x
COc1ccc(-c2csc(NC(=O)c3ccccc3S(C)(=O)=O)n2)cc1	u	x
COc1ccc(OC)c(NC(=O)CSc2nnc(-c3ccco3)n2-c2ccc(C(=O)O)cc2)c1	u	x
C/C(=N\OCC(=O)NCC(F)(F)F)c1cc2ccccc2o1	u	x
O=C(O)CC1SC(N/N=C/c2ccc(Br)cc2)NC1=O (stereo unspecified)	u	x
Cn1c(C(=O)O)c(CC(=O)NCC2COc3ccccc3O2)c2ccccc21 (stereo unspecified)	u	x
Cc1ccc(CC2CC(=O)N(c3cc(C)on3)C2=O)cc1 (stereo unspecified)	-2%	10
COC(=O)c1cc(NC(=O)C2CC2)cc(C(=O)OC)c1	8%	-14
Cn1c(SCc2nn[nH]n2)nc2c1c(=O)n(Cc1ccccc1Cl)c(=O)n2C	u	x
COc1ccc(NC(=O)CSc2nnc(-c3cc(C)[nH]n3)n2N)cc1OC	i	x
COc1ccc(C2/C(=C(/O)c3ccc4c(c3)CC(C)O4)C(=O)C(=O)N2CCN2CCOCC2)cc1OC (stereo unspecified)	u	x
O=C(c1ccc(CSc2ccccc2)cc1)N1CCN(c2ccccc2)CC1	u	x
COc1ccc(CNC(=O)C2CCN(c3cc(C(=O)Nc4cccc(OC)c4)ccn3)CC2)cc1	-14%	6
CCN(CC)S(=O)(=O)c1csc(C(=O)OCC(=O)c2ccccc2)c1	3%	4
Cc1nnsc1S(=O)c1ccc(F)cc1 (stereo unspecified)	-3%	x
CC(C)C(C(=O)NCC1CCCO1)N(CC1CCCO1)C(=O)CNS(=O)(=O)c1ccccc1 (stereo unspecified)	u	x
Cc1ccc(Sc2cc(C(=O)NCCCN(C)C)c3ccccc3n2)cc1	-2%	-2

Some of these compounds in order of their number in Lipid storage S3 cell count max, low to high.
Compound	Lipid storage S3 cell count max
CCc1ccc(N(CC(=O)NC2CCCCC2)C(=O)CCC(=O)Nc2ccccn2)cc1	3
CCN(CC)S(=O)(=O)c1csc(C(=O)OCC(=O)c2ccccc2)c1	4
COc1ccc(CNC(=O)C2CCN(c3cc(C(=O)Nc4cccc(OC)c4)ccn3)CC2)cc1	6

Next part:
mol	Lipid storage S3	Lipid storage S3 cell count max
COc1ccc(N2C(=O)N3[C@H](c4cccc(C)c4)[C@@H]4C(=O)N(Cc5ccccc5)C(=O)[C@@H]4[C@]3(Cc3ccccc3)C2=O)cc1	u	x
COCCCNC(=O)c1cc2c(=O)n3cc(C)ccc3nc2nc1NCC1CCCO1 (stereo unspecified)	7%	0
CNc1nc2c(c(=O)[nH]c(=O)n2C)n1CCCc1ccccc1	u	x
Cc1ccc(C(=O)N(CC(=O)NC2CCCC2)c2cccc(F)c2)s1	u	x
CCC1CCc2sc(C(=O)NCC(c3ccc(OC)cc3)N3CCCC3)cc2C1 (stereo unspecified)	u	x
COc1cc(OC)c(C(=O)OCC(=O)Nc2ccccc2Cl)cc1OC	u	x
CC(=O)n1cc(/C=N/NC(=O)c2cccc(O)c2)c2ccccc21	-1%	-2
O=c1c2c3c(sc2ncn1/N=C/c1ccc([N+](=O)[O-])o1)CCCC3	-9%	6
CN1CCc2c(sc3c2C(=O)NC(c2ccccc2)N3)C1 (stereo unspecified)	17%	2
COc1ccccc1NS(=O)(=O)c1cc(NC(=O)Cn2cnc3c2c(=O)n(C)c(=O)n3C)ccc1C	u	x
c1cc(-c2nnc3sc(C4CCCCC4)nn23)ccn1	u	x
Cn1c(-c2sc3cc(C(F)(F)F)cnc3c2-c2ccccc2)n[nH]c1=S	u	x
CN(C)Cc1c(C(=O)N/N=C/c2ccco2)nnn1-c1nonc1N	u	x
CCC(=O)N1CCN(c2ccc(NC(=O)COc3ccccc3[N+](=O)[O-])cc2)CC1	u	x
COc1ccc(Br)cc1-c1noc(-c2ccccc2F)n1	u	x
O=C(NCc1ccco1)c1ccc(N2CCCCC2)c([N+](=O)[O-])c1	u	x
Cc1ccc(NS(=O)(=O)c2cccc([N+](=O)[O-])c2)nc1	u	x
COc1ccc(-c2ccc3nnc(SCC(=O)NCC4CCCO4)n3n2)cc1 (stereo unspecified)	23%	x
CC(C)CC(=O)N1CCN(c2ccc([N+](=O)[O-])cc2Cl)CC1	i	13
COc1ccc(CN(CC(=O)NCC2CCCO2)C(=O)CCC(=O)Nc2cc(C)on2)cc1 (stereo unspecified)	6%	1
NNC(=O)c1[nH]c2ccc(Cl)cc2c1-c1ccccc1	-4%	-10
CNC(=O)c1sc(-c2ccc(Cl)cc2)nc1C	u	x
CC(=O)N1C=Cc2c(c(C)c3c([nH]c4ccccc43)c2C)C1	u	x
O=C(Nc1cccc(S(=O)(=O)N2CCCCCC2)c1)C1CCN(C(=O)c2ccc(Cl)cc2)CC1	u	x
CC(=O)N(CC(C)C(=O)O)c1c(I)cc(I)c(N)c1I (stereo unspecified)	4%	0
CCOc1ccc(N(CC(=O)Nc2ccc(C)c(C)c2)S(=O)(=O)c2c(C)[nH]c(=O)[nH]c2=O)cc1	18%	10
O=C(COC(=O)CCNS(=O)(=O)c1ccccc1)Nc1ccc(OC(F)F)cc1	9%	2
C=CCNC(=S)N1CCN(c2cccc(C(F)(F)F)c2)CC1	u	x
O=C1c2[nH]nc(-c3ccccc3O)c2C(c2ccc(F)cc2)N1CC1CCCO1 (stereo unspecified)	u	x
COc1ccccc1-c1csc(Cc2nnc3n2CCCCC3)n1	-13%	-2
COc1ccc(CN(C(=O)c2cc(=O)c3cc(C)cc(C)c3o2)C2CCS(=O)(=O)C2)cc1 (stereo unspecified)	2%	1
O=C(O)c1cc(N=Cc2c(O)c3ccccc3oc2=O)ccc1O	u	x
CCc1[nH]nc(C(=O)N2CCCC(CO)(Cc3ccc(F)cc3F)C2)c1C (stereo unspecified)	u	x
Cc1cccc(-c2nc(CS(=O)CC(=O)NCC3CCCO3)c(C)o2)c1 (stereo unspecified)	u	x
COc1ccccc1N(C)S(=O)(=O)c1ccc(C(=O)Nc2ccc(C)cc2C)cc1	u	x
COC(=O)c1cc(S(=O)(=O)NC2CCCCC2)cn1C	u	x
C=CCn1c2ccccc2c2nnc(SCC(N)=O)nc21	i	x
CN(Cc1ccncc1)C1CC(=O)N(c2ccc(Cl)cc2)C1=O (stereo unspecified)	-9%	1
CC(=O)c1cccc(NC(=O)CCS(=O)(=O)c2cccc3nonc23)c1	u	x
CS(=O)(=O)c1ccc(Cl)c(NC(=O)c2cccc(N3C(=O)CCC3=O)c2)c1	u	x
Cc1ccc(C(=O)NNC(=O)c2ccccc2)cc1S(=O)(=O)N1CCCCC1	22%	x
COc1ccc(C(=O)CC(=O)C(=O)Nc2ccc(OC)c(Cl)c2)cc1	4%	-4
CCOC(=O)c1sc2ccccc2c1OC(=O)c1ccc(C)cc1	4%	9
COc1ccc(-c2n[nH]c(=S)n2CC(C)C)cc1	i	28
O=C(CSc1ccc(F)cc1)NC1CCCCC1	-11%	-8
CCOc1ccc(S(=O)(=O)N2CCCC(C(=O)N3CCOCC3)C2)cc1 (stereo unspecified)	i	x
O=C(N/N=C/c1cccc2cccnc12)[C@H]1C[C@@H]1c1ccccc1	-2%	17
Cc1ccc(C(=O)c2c[nH]cc2-c2ccccc2)cc1	-3%	10
Cc1ccc(OCCNC(=O)CNC(=O)c2ccc3c(c2)OCO3)cc1	u	x
Cc1cc(C)c(OCC(=O)Nc2ccc3c(c2)OCO3)cc1C	i	x

Random excerpt: 3 records from the list, in no set order.
mol	Lipid storage S3	Lipid storage S3 cell count max
Cc1cccc(-c2nc(CS(=O)CC(=O)NCC3CCCO3)c(C)o2)c1 (stereo unspecified)	u	x
C=CCn1c2ccccc2c2nnc(SCC(N)=O)nc21	i	x
O=C1c2[nH]nc(-c3ccccc3O)c2C(c2ccc(F)cc2)N1CC1CCCO1 (stereo unspecified)	u	x

Structures above containing bromine, in the order listed:
mol	Lipid storage S3	Lipid storage S3 cell count max
O=C(O)CC1SC(N/N=C/c2ccc(Br)cc2)NC1=O (stereo unspecified)	u	x
COc1ccc(Br)cc1-c1noc(-c2ccccc2F)n1	u	x

Carrying on:
mol	Lipid storage S3	Lipid storage S3 cell count max
CC(C(=O)Nc1cc([N+](=O)[O-])ccc1Cl)N1CCN(c2ccccc2O)CC1 (stereo unspecified)	0%	-9
O=c1c(Cl)c(N2CCOCC2)cnn1-c1nc2ccccc2[nH]1	u	x
Cc1noc(C)c1S(=O)(=O)N1CCCC(C(=O)NCc2ccccn2)C1 (stereo unspecified)	-1%	8
COc1ccccc1CC(=O)NC1CCC(C)CC1 (stereo unspecified)	u	x
Cc1nc2c(cnn2-c2ccc(Cl)cc2)c(=O)n1-c1ccc(N2CCC(C)CC2)cc1	u	x
COCc1ccc(C(=O)N2CCCC(CNC(=O)c3ccc(F)cc3)C2)o1 (stereo unspecified)	u	x
O=C(CN(C(=O)CNS(=O)(=O)c1ccccc1)C1CCCC1)NCC1CCCO1 (stereo unspecified)	-2%	-10
CCOc1ccc(C(=O)NCC(=O)OCC(=O)Nc2ccccc2OCC)cc1	u	x
N#Cc1c(-c2ccccc2)ccnc1N1CCOCC1	19%	22
CN(CCOc1ccc(Br)cc1)C(=O)CNC(=O)c1ccc2ccccc2c1	u	x
OC(c1ccccc1)c1ccncc1 (stereo unspecified)	12%	-12
O=[N+]([O-])c1ccc(N=NN(CCO)CCO)cc1	u	x
c1csc(CNc2nc3ccccc3n2CCN2CCOCC2)c1	u	x
COc1ccc(CNC(=O)CCc2cc(OC)c(OC)c(OC)c2)cc1	3%	7
O=C(CCN1C(=O)c2ccccc2S1(=O)=O)NCc1ccccc1Cl	u	x
CC1CCCN(Cc2nc3c(c(=O)n(C)c(=O)n3C)n2CCCc2ccccc2)C1 (stereo unspecified)	u	x
Cc1c(C#N)c(O)n(CCO)c(=O)c1N=Nc1ccc2c(c1)COC2=O	u	x
CCc1ccc(NC(=O)CSc2nnc(-c3cnccn3)n2C)cc1	u	x
COc1ccc(NC(=O)c2cccnc2)cc1	u	x
COC(=O)CC(NC(=O)c1cccs1)c1ccc(OC)c(OC)c1 (stereo unspecified)	u	x
CCOC(=O)/C(C#N)=C/c1cn(CCC(=O)O)nc1-c1ccc(Br)cc1	8%	-12
COc1cccc(NC(=O)c2ccc3snnc3c2)c1	6%	3
O=C(NCCCn1ccnc1)c1nn2c(C(F)(F)F)cc(-c3ccccc3)nc2c1Cl	-2%	13
O=C(Nc1cccc2cccnc12)c1cc(F)c(F)cc1Cl	u	x
Cc1nn(-c2cccc([N+](=O)[O-])c2)c(N)c1-c1ccccc1	u	x

Compound profiles, as listed above. Screens in order: Lipid storage S3	Lipid storage S3 cell count max
CC(C(=O)Nc1cc([N+](=O)[O-])ccc1Cl)N1CCN(c2ccccc2O)CC1 (stereo unspecified) in the list: 0%	-9
COc1ccccc1CC(=O)NC1CCC(C)CC1 (stereo unspecified) in the list: u	x
O=C(CN(C(=O)CNS(=O)(=O)c1ccccc1)C1CCCC1)NCC1CCCO1 (stereo unspecified) in the list: -2%	-10
COc1ccc(CNC(=O)CCc2cc(OC)c(OC)c(OC)c2)cc1 in the list: 3%	7

Continued:
mol	Lipid storage S3	Lipid storage S3 cell count max
O=C(CSc1nnc(CNC(=O)c2c(F)cccc2Cl)o1)Nc1ccccc1	u	x
Cc1ccc(CN(C(=O)c2ccco2)C2CCS(=O)(=O)C2)cc1 (stereo unspecified)	26%	-8
N#Cc1cc([N+](=O)[O-])ccc1N1CCCC1	u	x
Cc1c(-c2ccccc2)oc2c(C(=O)N3CCN(c4ccc([N+](=O)[O-])cc4)CC3)cccc2c1=O	u	x
COc1cc(/C=C/C(=O)O)cc(S(=O)(=O)N(C)CCO)c1OC	7%	5
Cc1cc(/C=N\O)c(C)n1-c1ccncc1	i	-1
CSc1ccccc1NC(=O)CN(C)S(=O)(=O)c1ccc(F)cc1	6%	x
CCCN(C#N)c1nc(NCC)nc(NC(C)C)n1	8%	-1
CC(=O)Nc1ccc(S(=O)(=O)NC(C)C(=O)NCC(c2ccco2)N(C)C)cc1 (stereo unspecified)	u	x
CC1CCCCN1C(=O)CSc1nnc(-c2cccs2)o1 (stereo unspecified)	27%	-8
CCOC(=O)C1=C(C)NC2=C(C(=O)CCC2)C1c1ccc(N(C)C)cc1 (stereo unspecified)	i	-2
COc1ccccc1N1CCN(S(=O)(=O)c2cccc(F)c2)CC1	-24%	-10
